# High-throughput results (PubChem BioAssay)
# APP 5'UTR act: activators of APP 5'UTR luciferase reporter, primary screen, SH-SY5Y cells; actives 1% (n = 190,000); SH-SY5Y APP 5'UTR luciferase reporter, luminescence; zero percent = DMSO vehicle wells; activation, % at 2 µM; AID 1276, 2008;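 active = activation above a set limit, based on mean plus 3 SD of controls, cut at about 140% in these data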; also: values of inactives mirror those of a sister screen read the other way
# TNAP act hi DEA: TNAP activators at high phosphate acceptor level, primary screen, biochemical, luminescence, uHTS | Alkaline phosphatase, tissue-nonspecific isozyme (Homo sapiens), P05186 | purified TNAP, CDP-star luminescence, 1 M DEA, 30 min; stronger effect = higher value; 0 = EDTA background, 1 = DMSO-only activity | activation factor at 20 µM | 200,000 tested, under 10 active;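 active = activation factor at least 2 at 20 µM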
# Target sequence (P05186 whole entry, looked up): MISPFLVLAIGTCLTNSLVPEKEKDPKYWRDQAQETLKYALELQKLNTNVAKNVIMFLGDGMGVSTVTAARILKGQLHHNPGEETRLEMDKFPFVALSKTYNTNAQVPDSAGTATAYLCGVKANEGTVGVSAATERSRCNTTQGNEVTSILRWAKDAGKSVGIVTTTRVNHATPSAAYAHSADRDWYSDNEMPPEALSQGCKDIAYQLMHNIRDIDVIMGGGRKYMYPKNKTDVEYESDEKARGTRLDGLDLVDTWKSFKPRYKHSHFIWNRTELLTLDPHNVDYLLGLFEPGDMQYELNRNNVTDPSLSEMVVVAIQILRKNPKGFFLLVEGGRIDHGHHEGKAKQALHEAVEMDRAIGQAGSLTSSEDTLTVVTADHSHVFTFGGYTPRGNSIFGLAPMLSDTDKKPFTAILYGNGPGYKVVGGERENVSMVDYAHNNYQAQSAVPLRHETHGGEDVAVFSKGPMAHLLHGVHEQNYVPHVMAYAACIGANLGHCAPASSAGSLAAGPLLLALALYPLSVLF
#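 Measured by: Luminescent substrate turnover signal | Test system: Human TNAP | Input: TNAP 1/800 final | Dosing: 20 µM single point | Schedule: 30 min, room temperature | Controls: EDTA wells as negative control, DMSO wells as positive control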
# NF-kB expr up: activators of NF-kB expression in neurons, primary screen, cell-based, HTS; human neuronal cells, NF-kB reporter expression; stronger effect = higher value; fold change at 12.5 µM; actives 1.6% (n = 190,000); AID 1239, 2008; in the data active = fold change above about 3.3
# TNAP inh no acc: human TNAP enzyme inhibitors, primary screen, biochemical, luminescent, no phosphate acceptor, uHTS. actives 0.26% (n = 200,000). Alkaline phosphatase, tissue-nonspecific isozyme (Homo sapiens), P05186. inhibition, % at 20 µM. purified TNAP, CDP-star luminescence, 30 min;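 active = tissue-nonspecific alkaline phosphatase inhibition above about 50% at 20 µM in the single-dose screen, limit read from the data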;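 also: 0% = DMSO negative control and 100% = EDTA positive control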
# FLuc inhib CS: firefly luciferase enzyme inhibitors, primary screen, artefact control for luciferase-based inhibitor screens, biochemical, luminescence, ATPLite | inhibition, % at 10 µM | Luciferin 4-monooxygenase (Photinus pyralis), P08659 | 10 min | actives 1.5% (n = 200,000) | AID 1006, 2008;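 active = inhibition above about 50% when tested at 10 µM, limit read from the data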
# bIAP activator: bovine intestinal alkaline phosphatase activators, primary screen, biochemical, bovine IAP, CDP-star luminescence | alkaline phosphatase, intestinal [Bos taurus] | purified bovine IAP, 30 min; stronger effect = higher value; fold of DMSO-control signal, blank-subtracted | activation factor at 20 µM | actives 0.17% (n = 200,000);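 active = activation factor of 2 or more at 20 µM, a signal rise over negative controls twice the positive control's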
# PMI act: activators of human PMI, primary screen, biochemical, fluorescence intensity, near-Km mannose 6-phosphate | Mannose-6-phosphate isomerase (Homo sapiens), P34949 | purified human PMI, coupled resazurin fluorescence, 20 min; stronger effect = higher value; 1 = vehicle control, 0 substrate-free wells | activation factor at 20 µM | actives 0.005% (n = 190,000);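 active = activation factor of 2 or more at 20 µM, relative to plate controls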
# Target sequence (P34949 whole entry, looked up): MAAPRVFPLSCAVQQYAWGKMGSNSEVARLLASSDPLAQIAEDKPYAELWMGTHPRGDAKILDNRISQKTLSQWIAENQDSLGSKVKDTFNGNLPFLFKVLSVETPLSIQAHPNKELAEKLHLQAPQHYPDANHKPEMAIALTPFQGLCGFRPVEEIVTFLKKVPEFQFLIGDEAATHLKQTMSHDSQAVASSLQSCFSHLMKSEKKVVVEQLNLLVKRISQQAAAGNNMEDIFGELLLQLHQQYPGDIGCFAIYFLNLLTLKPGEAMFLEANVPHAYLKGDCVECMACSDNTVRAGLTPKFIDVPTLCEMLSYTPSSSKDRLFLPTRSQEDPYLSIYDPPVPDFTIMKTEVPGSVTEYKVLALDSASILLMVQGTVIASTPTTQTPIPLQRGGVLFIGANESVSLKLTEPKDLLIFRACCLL
# PMI act hi M6P: human PMI activators, high substrate, primary screen, biochemical, fluorescence intensity, near-saturating mannose 6-phosphate. coupled PMI enzyme assay, resazurin fluorescence, 20 min; stronger effect = higher value; 1 = untreated enzyme, 0 = substrate-free blank. activation factor at 20 µM. Mannose-6-phosphate isomerase (Homo sapiens), P34949. actives 0.34% (n = 190,000). AID 1216, 2008;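 active = activation factor of 2 or more at 20 µM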
#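 Material: human phosphomannose isomerase with PGI, G6PDH, diaphorase coupling enzymes / Reagent: Man-6-P substrate 1.0 mM / Dosing: single compound dose of 20 µM, 1% DMSO final / Incubation: enzyme reaction with compound 20 min at room temperature / Signal: resorufin fluorescence (Ex 544/Em 590 nm) from resazurin via diaphorase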
# TNAP inh hiacc: human TNAP enzyme inhibitors, primary screen, biochemical, luminescent, high phosphate acceptor level, uHTS; actives 0.03% (n = 200,000); purified TNAP, CDP-star luminescence, 1 M DEA; inhibition, % at 20 µM; Alkaline phosphatase, tissue-nonspecific isozyme (Homo sapiens), P05186;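 active = over 50% inhibition of tissue-nonspecific alkaline phosphatase at 20 µM in the single-dose screen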;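 also: plate controls were DMSO wells for no effect and EDTA-quenched wells as full inhibition for full effect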
# FLuc stim CS: FLuc activators, initial screening, artefact control for FLuc-dependent activation tests, biochemical, ATPlite luminescence; ATPlite luciferase biochemical, 10 min; 0 = ATP-free wells, 1 = DMSO control; AID 1027, 2008; Luciferin 4-monooxygenase (Photinus pyralis), P08659; activation factor at 10 µM; 200,000 tested, under 10 active;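 active = luciferase activation factor, scaled between plate controls, of at least 2 with compound at 10 µM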
#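 Material: luciferase plus luciferin reagent, cell-free. Medium: PBS buffer for ATP. Also added: ATP substrate, dispensed from a 10.24 µM working solution in PBS. Doses: test compounds dosed from 2 mM stocks in 100% DMSO. Incubation: 10 min post-reagent at room temperature. Technique: light output (luminescence). Read-out basis: luminescence gain marking luciferase activators.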
# Numbers without * were called inactive; x = not tested or not shown.
TNAP act hi DEA,bIAP activator,TNAP inh no acc,TNAP inh hiacc,FLuc stim CS,PMI act,PMI act hi M6P,FLuc inhib CS,APP 5'UTR act,NF-kB expr up,SMILES
1,0.9,-7,1,1.1,1,1,-6,-23,2.2,Cc1nn(C)c(C)c1S(=O)(=O)N(CC(=O)NCc1ccco1)c1ccc(C(C)C)cc1
1,1,-8,-2,1,1,1,-4,-1,1,CN(C)C(=O)CSc1nnc(-c2cccnc2)n1-c1ccccc1
1,1,-2,-1,1,1,1.1,0,-6,1.7,CC(C)C(=O)Nc1nc2ccc(S(C)(=O)=O)cc2s1
1,1,-8,-1,1,1,1,-4,38,1.3,CCCCNc1nc2c(S(=O)(=O)c3ccccc3)nnn2c2ccccc12
1,1.1,-5,-1,1,1,1,-2,x,x,O=C(Cn1[nH]c(=O)c2ccccc2c1=O)Nc1cccc(-c2nnc3n2CCCCC3)c1
1,0.8,34,0,1,0.8,0.9,-4,0,1.5,O=S1(=O)CCC(NC(=S)SCc2ccccc2Br)C1 (stereo not given)
1,1,-7,-2,1,0.8,0.9,0,-4,0.9,O=S(=O)(Nc1cccc2ccccc12)N1CCCC1
1.1,1,-17,-8,1.1,0.9,0.9,-7,14,1.2,COc1ccc(NS(=O)(=O)c2ccc(O)c(C(=O)OCC(=O)N3CC(C)OC(C)C3)c2)cc1 (stereo not given)
1,1,-3,-3,1.1,1,0.9,-6,-3,1.6,Oc1ccc(CCC2CCCCN2Cc2nc(C3CC3)no2)cc1 (stereo not given)
1.1,1,-2,-8,1.1,1.1,1.1,-12,20,1.9,CCc1ccc(NC(=O)N(CCN2CCOCC2)C2CCN(C(C)=O)CC2)cc1
1,1.2,-13,-2,1,1,1,-4,5,x,Cc1ccc2c(c1)N(CC(=O)NCc1ccco1)C(=O)CO2
1.1,1,-13,-6,1,1,1,-3,-5,0.75,COCCn1c(N2CCN(c3ccccc3)CC2)nc2c1c(=O)n(C)c(=O)n2C
1,1,-19,-4,0.8,0.8,0.9,22,231*,8.7*,Oc1ccccc1-c1cc(-c2ccccc2Cl)[nH]n1
1,1,-1,-3,1.1,0.9,0.7,-9,12,1.1,CN1C2C=C3C(C#N)=C(N)C(C#N)(C#N)[C@@H](c4ccc(Cl)cc4)[C@@H]3C1CC2 (stereo not given in full)
1.1,1,-6,-9,1.1,1,0.9,-9,5,1.1,NC(=O)c1ccc2c(c1)OCCO2
1,1.1,-8,-4,1.1,1,1,-6,-3,x,Cc1c(Cl)c([N+](=O)[O-])nn1CC(=O)NCC(C)C
1,1,-6,-4,1.1,1,1,-9,-5,1,CCOc1cc(/C=C2/C(=N)N3C=CSC3=NC2=O)ccc1OCCCOc1ccccc1C
1.1,0.9,-12,-8,1,1,0.9,-4,6,1.3,COC(=O)c1ccccc1NC(NC(=O)c1ccco1)C(=O)c1ccc(C)cc1 (stereo not given)
1,1.2,5,1,1.1,0.9,1,-8,4,1.2,Cc1ccc(SCc2[nH]nc3c2C(C(C)C)C(C#N)=C(N)O3)cc1 (stereo not given)
1.1,1.2,-10,-6,1.1,1,1,-6,2,1.1,CCNCc1cc([N+](=O)[O-])ccc1OCC
1.1,1,-2,-6,1,1,1,-4,-12,1.1,Cc1sc2ncn(CC(=O)NCCCC(=O)N3CCN(c4ccccn4)CC3)c(=O)c2c1C
1,0.7,-18,-4,1,0.9,0.9,1,-18,1.2,O=C(CCc1ccccc1)Nc1ccc(F)c([N+](=O)[O-])c1
1,1.1,-10,1,1,1.2,1.1,-2,-2,0.88,O=C(COc1ncnc2ccccc12)N1CCN(c2ccccc2)CC1
1,0.9,-6,-3,1,1.1,1,-1,-70,0.56,Cc1nc(N)nc(N)c1/C=C/C(C)(C)c1ccc(Cl)cc1
1,1,-11,-4,1,0.9,1,-3,25,1.2,CCOC(=O)Cn1c(=NC(=O)CSC(C)=O)sc2cc(OC)ccc21
1,0.9,1,1,1,1,1.2,4,2,1,C#CCSC1=C(C#N)C(c2cccs2)C(C(=O)OCC)=C(C)N1 (stereo not given)
1,1.1,-6,1,1,1,1,0,20,1.2,Cc1cccc(N2C(=O)CSC23CCCCC3)c1
1,0.6,-10,-1,1,0.9,1,2,12,0.89,COc1ccc(Cc2nc3c4c(ncn3n2)Oc2ccc3ccccc3c2C4c2ccc(OC)c(OC)c2)cc1 (stereo not given)
1.1,0.9,-23,-6,1.1,1,1,-5,13,0.77,O=C1NC(c2cn(-c3ccccc3)nc2-c2cccs2)C(C(=O)c2cccnc2)C(O)(C(F)(F)F)N1 (stereo not given)
1,0.9,-5,2,1.1,0.9,1,-6,-9,1.1,Cc1ccc(Cn2nc(C)c(NC(=O)c3cc(-c4ccco4)on3)c2C)cc1

# Further structures.
TNAP act hi DEA,bIAP activator,TNAP inh no acc,TNAP inh hiacc,FLuc stim CS,PMI act,PMI act hi M6P,FLuc inhib CS,APP 5'UTR act,NF-kB expr up,SMILES
1.1,1,-25,-6,1.1,1,1,-8,21,0.74,O=C(N/N=C/c1c[nH]c2ccccc12)C1CC(=O)N(c2ccccc2)C1 (stereo not given)
1,0.9,-11,-5,1,1,1,-4,20,1.3,Clc1ccccc1Cn1nnc2c(Nc3ccccc3)ncnc21
1,1.3,-4,-4,1.1,1.1,1.1,-10,20,1.5,CCNC(=S)NNC(=O)c1csc2c1CCCC2
1,0.9,-7,-2,1,0.9,0.9,0,-18,0.8,O=C(NCc1ccccn1)C1CC(c2ccc(Cl)c(Cl)c2)=NO1 (stereo not given)
1,0.9,-7,-1,1,1.1,0.9,-1,-1,1.3,COc1cccc(/C=N/n2c(C)nc3ccccc3c2=O)c1O
1,0.7,-7,5,1,1,1.1,5,-6,0.83,CC(C)CNS(=O)(=O)c1ccc(NC(=O)Cn2nc(-c3ccc(F)cc3)ccc2=O)cc1
1.1,1,-26,-6,1.1,1,1,-8,10,0.84,N#CN(CC(N)=O)c1nc(N2CCCCC2)nc(N2CCCCC2)n1
1.1,0.9,-27,-10,1.1,0.9,1,-6,-1,1.1,CCOC(=O)CC(NC(=O)C1c2ccccc2Oc2ccccc21)c1ccccc1Cl (stereo not given)
1,1,-6,3,0.9,1.1,1.1,5,-7,1.1,COc1cccc(OC)c1C(=O)Nc1ccc(N2CCN(S(C)(=O)=O)CC2)cc1
1,1,-13,-5,1.1,1,1,-6,16,0.91,CCC(C)(C)NC(=O)CN(Cc1cccs1)C(=O)CCC(=O)Nc1nccs1
1,1,-13,-3,1.1,1,1,-10,-6,0.94,COc1ccc(N2C(=O)CC(N3CCN(S(=O)(=O)c4c(F)cccc4F)CC3)C2=O)cc1OC (stereo not given)
1,0.9,-9,4,1.1,1.1,1,-6,-8,1.1,COC(=O)C1=C(C)C(c2ccc(OC)cc2)NC(=S)N1 (stereo not given)
1,0.9,-13,-4,1.1,0.9,0.9,-7,20,0.89,CCc1nc(C)cn1S(=O)(=O)c1cc(C)c(OC)c(C)c1C
1.1,1,-11,-6,1,0.9,1,-5,-27,0.95,COc1ccc(Cl)c(NC(=O)Cn2nnc(-c3ccccc3N)n2)c1
1,1.1,-2,1,1,0.9,0.9,1,-9,0.84,COc1ccc(/C(N)=N/OC(=O)c2ccc([N+](=O)[O-])c(C)c2)cc1OC
1,1.1,-3,2,1,1.1,1.6,-1,x,x,COc1ccc(S(=O)(=O)C(C#N)c2nc3ccccc3nc2N2CCC(C)CC2)cc1 (stereo not given)
0.9,1,1,7,1,1,1,-1,2,1.3,CC(=O)c1ccc(N2CCN(C(=O)C3CCC3)CC2)cc1
1,0.8,-14,-4,1,1,1,-4,12,0.89,O=C(COc1ccccc1)Nc1ccccc1C(=O)NCc1ccco1
1,1,-17,-3,0.5,0.9,1.1,46,85,2.5,Cc1ccsc1/C=N/NC(=O)c1ccccn1
1,0.9,-8,-1,1,0.9,0.9,-1,-10,1,CCCCCOc1ccc(N2C(=O)C3C4C=CC(C3C2=O)N(C)C4=O)cc1 (stereo not given)
1.1,1,-12,-8,1.1,1.2,1.1,-6,-7,1,CC(C)(C)NC(=O)CN(C(=O)CS(=O)CC(=O)Nc1ccc(F)cc1)c1ccccc1 (stereo not given)
1,0.9,-7,-4,1.1,1,0.9,-7,-9,1.2,CCn1c2ccccc2c2nnc(SCC(=O)NC(CC(C)C)C(=O)OC)nc21 (stereo not given)
1.1,1,-10,-6,1.1,1.1,1,-5,4,1,CC1CCN(CCCNC(=O)CN2CCN(Cc3ccc(Cl)cc3)C2=O)CC1
